# High-throughput results (PubChem)
# ELG1 genotox: qHTS screen for small molecules that induce genotoxicity in human embryonic kidney (HEK293T) cells expressing luciferase-tagged ELG1; HEK293T ELG1-luciferase reporter, luminescence, 16 h; Potency, µM (titrated, usually from 46 µM), for inactives: top-dose activity change, positive = activation, usual class: activators; actives 1.3% (n = 330,000); AID 504466, 2011; also: potency is read from the fitted curve at half-maximal effect; % of control where 0% means no effect; nearly all actives have a fitted effect of over 60% in size
#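 Screening used a luciferase reporter fused to human ELG1 in HEK293T cells. Luminescence was read on a CCD plate imager after 16 hr exposure and 30 min ONE-Glo incubation.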
# BRCA1 expr up: qHTS Assay to Identify Small Molecule Activators of BRCA1 Expression. AID 624202, 2012. MCF7-BRCA1-FFLuc reporter, luminescence, 48 h; response scale: scaled: vehicle 0%, 10 µM genistein 100%. actives 1.1% (n = 380,000). Potency, µM (highest dose often 46.1 µM), for inactives: at the top dose activation, usual class: activators; also: potency is read from the fitted curve at half-maximal effect; nearly all actives have a fitted effect of over 80% in size; some results filed as inactive show a strong effect at the top dose
#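 MCF7-BRCA1-FFLuc cells, 2000/well in phenol-red-free MEM, attached 2 h then treated 48 h at 37 C. Luciferase luminescence read 15 min after reagent; normalized to genistein maximum activation (10microM) and DMSO, concentration-response fitted.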
# Tb PFK block: qHTS Assay to Find Inhibitors of T. brucei phosphofructokinase; AID 485367, 2010; T. brucei PFK, ADP-Glo luminescence; ATP-dependent 6-phosphofructokinase (Trypanosoma brucei brucei), O15648; Potency, µM (doses to about 57.5 µM), inactives show top-dose activity, negative = inhibition, actives largely listed as inhibitors; actives 0.17% (n = 330,000);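 also: potency is read from the fitted curve at half-maximal effect; 0% = uninhibited 1x PFK enzyme wells and -100% = no-enzyme wells; nearly all actives have a fitted effect of over 60% in size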
# Target sequence (O15648 whole entry, looked up): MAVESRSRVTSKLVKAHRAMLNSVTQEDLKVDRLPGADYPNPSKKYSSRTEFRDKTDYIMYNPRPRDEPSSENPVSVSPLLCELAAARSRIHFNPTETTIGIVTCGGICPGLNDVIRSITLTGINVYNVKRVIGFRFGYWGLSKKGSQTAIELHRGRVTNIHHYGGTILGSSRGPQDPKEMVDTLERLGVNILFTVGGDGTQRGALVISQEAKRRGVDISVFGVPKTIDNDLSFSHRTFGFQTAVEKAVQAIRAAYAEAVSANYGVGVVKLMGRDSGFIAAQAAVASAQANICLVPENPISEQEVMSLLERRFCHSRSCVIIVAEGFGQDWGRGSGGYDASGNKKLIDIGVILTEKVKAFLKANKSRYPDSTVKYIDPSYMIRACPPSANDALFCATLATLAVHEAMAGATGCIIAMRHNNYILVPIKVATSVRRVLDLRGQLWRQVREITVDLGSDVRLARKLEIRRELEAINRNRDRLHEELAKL
#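 In TEA buffer at pH 8.0 with 5 mM MgCl2, enzyme (1.25 nM) converted F6P (0.5 mM) and ATP (0.1 mM) for 45 min at room temperature. ADP product was read by luciferase luminescence.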
# p53 reactivation: qHTS assay for re-activators of p53 using a Luc reporter | Potency, µM (series often up to 92.2 µM), without a hit: top-dose activity change, positive = activation, most hits filed as activators | actives 0.063% (n = 320,000) | H1299 p53-A138V BP100-luciferase reporter, luminescence, 24 h; also: potency is read from the fitted curve at half-maximal effect; % of control where 0% means no effect; nearly all actives have a fitted effect of over 45% in size
#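 p53-null H1299 cells stably carrying temperature-sensitive p53-A138V and a BP100-luciferase reporter were pinned with compounds (4-point, 1:5 series) and held 24 hrs at 37 deg C. Luminescence was read 10 min after detection reagent.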
# NPC1 promoter act: qHTS Assay for NPC1 Promoter Activators; Potency, µM (highest dose often 9.22 µM), inactives show at the top dose activation, usual class: activators; Huh7 NPC1 promoter luciferase reporter, 24 h; actives 2.4% (n = 320,000);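 also: potency is read from the fitted curve at half-maximal effect; % of control where 0% means no effect; nearly all actives have a fitted effect of over 60% in size; reporter is driven by a mutant NPC1 promoter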
#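 Huh7 reporter cells (NPC1 promoter driving luciferase) are dosed with compound for 24 h at 37 °C, 5% CO2; luciferase detection reagent is then added and luminescence measured after 10 min at ambient temperature.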
# Rab9 promoter act: qHTS Assay for Rab9 Promoter Activators; Huh7 Rab9 promoter-luciferase reporter, luminescence, 24 h; AID 485297, 2010; actives 2.8% (n = 320,000); Potency, µM (series often up to 9.22 µM), for the others: top-dose activation, negative = inhibition, hits mostly activators; also: potency is read from the fitted curve at half-maximal effect; % of control where 0% means no effect; nearly all actives have a fitted effect of over 60% in size
#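 Steps: seed 1500 Huh7 Rab9-luc cells per well, rest 2 h at 37 °C; add compound in DMSO; incubate 24 h; add luciferase reagent, 10 min ambient; read luminescence.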
# RORgamma inh: qHTS for inhibitors of ROR gamma transcriptional activity. AID 2551, 2010. actives 5.4% (n = 310,000). Nuclear receptor ROR-gamma (Mus musculus), P51450. Drosophila S2 Gal4-RORgamma UAS-luciferase reporter, 20 h. Potency, µM (top dose mostly 53.6 µM), for inactives: at the highest dose activity change, negative = inhibition, usual class: inhibitors; also: potency is read from the fitted curve at half-maximal effect; % is scaled to controls: 0 for no effect and ±100 for the full control effect; nearly all actives have a fitted effect of over 60% in size
#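 Luminescence from a UAS-regulated Photinus luciferase reporter in stably transfected Drosophila Schneider cells is measured; decreased signal marks ROR gamma inhibition. Fusion expression is induced by 700 uM copper sulfate for 20 hr.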
# TRPV1 agonist: HTS Assay for Compounds that Act as Agonists of the Vanilloid Receptor 1 | TRPV1-expressing cells, Fluo-8 calcium influx, agonist mode | actives 0.19% (n = 320,000) | activation, % at 8.33 µM | Transient receptor potential cation channel subfamily V member 1 (Homo sapiens), Q8NER1; in the data active = activation above about 80%; inconclusive = between about 30% and that limit; also: 0% is about no effect
#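 Fluo-8 calcium influx in TRPV1-expressing cells, kinetic read (ex 480/em 520 nm). Compound added and read 3 min for agonist activity, followed by capsaicin at EC20 final and 2 min further read for enhancement.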
# ELG1 repair inh: qHTS screen for small molecules that inhibit ELG1-dependent DNA repair in human embryonic kidney (HEK293T) cells expressing luciferase-tagged ELG1. HEK293T ELG1-luciferase reporter, luminescence, 16 h; DNA damage induced by 5-fluorouridine. Potency, µM (series often up to 46.1 µM), for the others: at the highest dose activity change, negative = inhibition, actives largely listed as inhibitors. actives 2.3% (n = 330,000). AID 504467, 2011; also: potency is read from the fitted curve at half-maximal effect; % is scaled to controls: 0 for no effect and ±100 for the full control effect; nearly all actives have a fitted effect of over 55% in size
#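 In this reporter screen, reduction of luminescence relative to DMSO vehicle indicated activity. Compounds and 5-fluorouridine were added together to 2,000 cells per well, incubated for 16 hr at 37 °C, then developed with ONE-Glo.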
# Gal4-VP16 FLuc: VP16 counterscreen qHTS for inhibitors of ROR gamma transcriptional activity; AID 2546, 2010; Potency, µM (top dose mostly 53.6 µM), without a hit: at the top dose activity, negative = inhibition, hits mostly inhibitors; actives 3.5% (n = 310,000); Drosophila S2 Gal4-VP16 UAS-luciferase, luminescence, 20 h;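 also: Gal4-VP16 expression switched on by copper sulfate through the metallothionein promoter; potency is read from the fitted curve at half-maximal effect; % is scaled to controls: 0 for no effect and ±100 for the full control effect; nearly all actives have a fitted effect of over 50% in size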
# FLuc modulator: qHTS profiling assay for firefly luciferase inhibitor/activator using purifed enzyme and Km concentrations of substrates (counterscreen for miR-21 project) | actives 6.9% (n = 360,000) | AID 588342, 2011 | Potency, µM (top dose mostly 57.5 µM), inactives show at the top dose activity change, negative = inhibition, most hits filed as inhibitors | Luciferin 4-monooxygenase (Photinus pyralis), P08659 | purified FLuc, Km substrates, luminescence inhibition;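 also: potency is read from the fitted curve at half-maximal effect; plate controls were vehicle for no effect and reference inhibitor for full effect; nearly all actives have a fitted effect of over 55% in size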
# Target sequence (P08659 whole entry, looked up): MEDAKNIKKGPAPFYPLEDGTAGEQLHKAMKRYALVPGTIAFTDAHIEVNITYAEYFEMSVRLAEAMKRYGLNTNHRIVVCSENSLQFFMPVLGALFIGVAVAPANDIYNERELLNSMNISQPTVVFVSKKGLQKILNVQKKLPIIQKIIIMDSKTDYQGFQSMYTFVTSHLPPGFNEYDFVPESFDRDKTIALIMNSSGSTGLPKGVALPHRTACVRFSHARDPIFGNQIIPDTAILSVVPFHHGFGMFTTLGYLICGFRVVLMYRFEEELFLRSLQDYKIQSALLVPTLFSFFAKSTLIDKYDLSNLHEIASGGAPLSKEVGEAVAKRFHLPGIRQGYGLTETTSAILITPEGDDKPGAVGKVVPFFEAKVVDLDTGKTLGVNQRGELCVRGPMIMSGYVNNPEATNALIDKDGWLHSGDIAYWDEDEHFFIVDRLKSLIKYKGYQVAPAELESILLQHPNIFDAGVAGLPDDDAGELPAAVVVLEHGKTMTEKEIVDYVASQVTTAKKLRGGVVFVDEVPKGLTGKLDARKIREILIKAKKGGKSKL
#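 Purified P. pyralis luciferase, 10 nM final, with Km-level 10 uM D-luciferin and 10 uM ATP in 50 mM Tris acetate pH 7.5, 10 mM Mg acetate, 0.01% Tween-20, 0.05% BSA; 6-point qHTS titration about 60 µM downward; luminescence read.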
# Active calls of the source: *; ? = inconclusive; · = no result given; & = joins results of further samples; [ ] = another dose, or the depositor's remark. Unless noted, calls follow the shape of the dose curve; as a rule, active = well fitted curve in the direction sought with a large enough effect; inconclusive = small, poorly fitted or top-dose-only effect, or another doubt; inactive = no such curve, though single readings can be large; an effect the other way counts as inactive or inconclusive.
SMILES,ELG1 genotox,BRCA1 expr up,Tb PFK block,p53 reactivation,NPC1 promoter act,Rab9 promoter act,RORgamma inh,TRPV1 agonist,ELG1 repair inh,Gal4-VP16 FLuc,FLuc modulator
Cn1nnnc1Sc1ccc(C(=O)O)cc1[N+](=O)[O-],-0.2%,3.4%,0.0%,-2.7%,-4.6%,-3.0%,-7.1%,-0.6,2.2%,-0.2%,3.0%
COc1cc(OC)c(C2SCCN2S(=O)(=O)c2ccc(F)cc2)cc1OC (configuration not stated),13.4%,-0.5%,-11.0%,-2.4%,-1.3%,-0.9%,-11.1%,-3.6,?,-4.2%,2.5%
O=C(NCc1ccco1)c1sc(=S)n2c1[nH]c(=O)c1ccccc12,-9.6%,2.9%,5.2%,18.8%,2.3%,6.2%,-5.3%,1.6,-4.3%,-9.9%,?
Cc1ccc(S(=O)(=O)N2CCOCC2)cc1C(=O)OCC(=O)Nc1ccc2c(c1)OCO2,·,-6.4%,·,·,·,·,24.8%,2.0,·,-5.4%,0.7%
CCCCn1c(=N)n(CC(O)COc2cccc(C)c2)c2ccccc21 (configuration not stated),-12.5%,-79.7%,0.2%,-49.7%[inhibitor],-9.6%,-5.2%,-20.4%,2.9,?,?,6.2%
CC(C)CC(=O)Nc1ccc(S(=O)(=O)NCc2ccco2)cc1,-4.8%,-5.4%,0.0%,-8.2%,1.9%,-1.0%,19.3%,-1.9,-12.3%,?,6.8%
CCn1c(C)cs/c1=N\S(=O)(=O)c1ccccc1,2.8%,-11.2%,-0.4%,-4.7%,1.0%,-9.8%,·,7.4,5.6%,·,5.9%
O=C(CSCc1c(Cl)cccc1Cl)NN=C1CCCC1,-1.0%,-13.3%,-1.3%,-1.7%,-1.1%,-2.0%,-39.9%,-3.5,7.1%,4.2%,6.6%
COC(=O)C1CC(O)CN1C(=O)NC1CCCCC1 (configuration not stated),1.4%,-17.6%,-1.4%,-0.7%,-0.5%,0.5%,16.3%,-2.5,25.1%,6.6%,-3.9%
CN(CC(=O)N1CCN(Cc2ccccc2)CC1)C(=O)Cc1cccc2ccccc12,-2.8%,-2.4%,-11.2%,-14.5%,-2.0%,-2.0%,·,-3.8,2.8%,·,·
CC(=O)c1ccc(NC(=O)CSc2n[nH]c(-c3cccnc3)n2)cc1,6.7%,12.6%,1.8%,9.1%,-3.3%,7.8%,-0.5%,-2.0,1.9%,-16.9%,?
OCC1(Cc2cccc(Cl)c2)CCCN(Cc2sc(N3CCCC3)nc2Cl)C1 (configuration not stated),-7.4%,-35.3%,4.2%,-0.5%,-5.4%,7.6%,-0.7%,4.2,-17.5%,4.3%,3.0%
CC(NC(=O)CCc1ccc(S(=O)(=O)NC2CCCCC2)cc1)c1ccccc1 (configuration not stated),-4.8%,-18.3%,0.0%,-4.0%,-0.7%,-4.6%,25.9%,6.7,-20.8%,17.3%,-0.8%
Cc1cccc(C)c1N1CCN(C(=O)c2ccc3c(c2)OCO3)CC1,-7.6%,-22.9%,-1.9%,-8.0%,-6.1%,-0.5%,2.9%,?,?,-5.4%,0.6%
c1ccc(Nc2nnc(-c3cccc4ccccc34)o2)cc1,?,0.0%,0.1%,17.0%,-5.0%,?,-40.3%,15.8,?,-23.8%,2.13µM*
COC(=O)c1sccc1NC(=O)C1CCCCC1C(=O)O (configuration not stated),0.0%,-8.8%,-0.3%,1.4%,-1.4%,8.2%,18.8%,-1.8,19.4%,0.5%,-0.5%
COC(=O)c1ccc(NC(=O)CN2C(=O)C3C4C=CC(C4)C3C2=O)cc1 (configuration not stated),10.8%,5.7%,6.4%,4.2%,1.1%,-2.0%,10.2%,-2.8,11.1%,5.2%,2.2%
O=C(/C=C/c1ccccc1)Nn1cnc2ccccc2c1=O,4.3%,29.0%,0.0%,?,-0.4%,-0.6%,?,-2.9,14.5%,20.0%,-9.2%
CCC(CC)C(=O)Nc1cccc(C(=O)NCCc2ccc(S(N)(=O)=O)cc2)c1,0.6%,1.3%,-2.4%,-7.2%,28.6%,-6.3%,-0.6%,-6.4,-17.6%,3.0%,-0.6%
CC(c1ccco1)N(C(=O)c1cccc(Br)c1)c1ccccn1 (configuration not stated),-7.4%,7.3%,0.5%,1.7%,-5.2%,-6.1%,33.2%,10.3,-2.0%,?,-2.0%
COc1ccc(/C(C)=N/Nc2ccc(F)cc2F)c(O)c1,?,-18.5%,1.4%,12.3%,9.9%,?,?,-9.5,?,-22.5%,10.7µM*
Cc1nc2ccccc2nc1OCc1cccc(Cl)c1,1.2%,-9.3%,0.0%,-7.9%,-2.6%,-2.0%,-13.9%,3.5,?,0.9%,7.3%
COc1ccc(S(=O)(=O)N2CCOCC2)cc1NC(=O)CNC(=O)c1cccs1,0.3%,-14.5%,1.5%,3.6%,-3.2%,-1.0%,·,4.0,?,·,-2.3%
CCOC(=O)c1[nH]c(C)c(C(=O)NCCCN2CCOCC2)c1C,-7.0%,-14.8%,-3.0%,0.9%,-3.7%,-1.1%,-14.7%,-1.9,-9.9%,-1.5%,0.0%
O=C(NCCCN1CCOCC1)c1cc2nc(-c3ccco3)cc(C(F)(F)F)n2n1,-0.3%,-0.1%,1.3%,1.3%,2.2%,1.9%,-5.3%,2.2,-17.9%,6.1%,-0.5%

# Other records
SMILES,ELG1 genotox,BRCA1 expr up,Tb PFK block,p53 reactivation,NPC1 promoter act,Rab9 promoter act,RORgamma inh,TRPV1 agonist,ELG1 repair inh,Gal4-VP16 FLuc,FLuc modulator
CCN(CC)S(=O)(=O)c1cccc(-c2nnc(SCC(N)=O)n2CCc2ccccc2)c1,-1.6%,14.1%,-0.2%,-0.9%,-3.0%,-3.0%,21.1%,14.0,-9.2%,-10.2%,-1.2%
CC(C)n1nc(C(=O)Nc2nc3ccc(S(C)(=O)=O)cc3s2)c2ccccc2c1=O,?,-4.4%,2.7%,-1.4%,-11.6%,-3.8%,0.8%,-0.8,0.7%,-1.0%,-0.8%
CCO[C@H]1OC(C(=O)O)=C[C@@H](C)[C@@H]1CCCO,0.2%,1.7%,0.1%,-3.2%,-4.8%,9.2%,5.3%,-2.4,6.0%,4.7%,2.0%
CCN(CC)CCOc1cc2c(nn1)Oc1ccccc1N2C,6.7%,51.7%,2.5%,5.6%,19.4%,7.0%,-17.8%,-0.9,?,-7.5%,-6.4%
O=C(CCl)N(C/C=C/c1ccccc1)c1ccc2c(c1)OCCO2,10.8%,-33.2%,-9.3%,-9.6%,-37.6%[inhibitor],-44.8%[inhibitor],12.6µM*,1.6,?,?,23.9µM*
O=C(Nc1cccc(-c2nc3ccccc3c(=O)o2)c1)c1ccccc1,5.1%,28.6%,26.7%,1.8%,1.7%,1.0%,-1.1%,18.3,3.7%,-6.8%,-3.8%
O=C(CCC(=O)OCC(=O)c1ccc([N+](=O)[O-])cc1)Nc1ccccc1Cl,9.2%,-19.5%,-0.7%,1.6%,-3.5%,-3.7%,1.7%,28.7,0.7%,1.8%,11.7%
COc1cccc(C2=Nn3c(nnc3-c3ccccc3O)SC2)c1,0.8%,-67.0%,-2.2%,16.1%,-5.4%,5.0%,?,·,9.6%,?,1.7%
OCc1ccccc1O[C@@H]1O[C@H](CO)[C@@H](O)[C@H](O)[C@H]1O,-0.5%,19.1%,-5.9%,11.4%,-2.2%,-3.0%,1.9%&11.0%,0.1,7.6%,1.3%&-9.9%,-2.4%
CC(=O)Nc1cccc(NC(=O)c2cc(Cl)ccc2Cl)c1,-12.6%,-17.2%,-6.6%,-0.8%,-4.1%,-0.9%,?,0.7,-14.0%,5.5%,-0.5%
O=C(OCc1cc(Cl)ccc1OC(F)F)c1cccnc1,2.8%,-16.8%,0.5%,-1.7%,-2.1%,15.3%,5.5%,1.3,17.4%,3.0%,-9.8%
